RBBP9 inhibitor = human RBBP9 inhibitors, primary screen, biochemical, fluorescence polarization, FP-Rh probe, HTS | recombinant RBBP9 | Serine hydrolase RBBP9 (Homo sapiens), O75884 | inhibition, % at 7.94 µM | 220,000 tested, 0.2% active;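 active means inhibition above the campaign mean of all tested compounds plus 3 SD, cut at about 14% in these data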;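 further: plate controls were DMSO wells with RBBP9 for no effect and wells lacking RBBP9 protein for full effect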
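Measured by: FP readout at 525/598 nm; material: recombinant human RBBP9; also added: Serine-hydrolase probe FP-Rh, 375 nM pre-mixing; medium: Tris buffer pH 8.0, NaCl, Pluronic; replication: one well per compound; doses: one concentration, 7.94 µM nominal, 0.794% DMSO; timing: preincubation 30 min plus labeling 45 min at 25 °C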
MDM2 E3 inh = MDM2-luciferase reporter signal enhancers, primary screen, MDM2 E3 ligase inhibitor project, cell-based, luminescence, 1536-well; cell-based MDM2 ubiquitination luciferase reporter, 2 h; 0 = plate control, 100 = twice control, blank-subtracted; signal enhancement, % at 5 µM; AID 1230, 2008; 210,000 tested, 0.11% active;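 active means signal enhancement of 30% or more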;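 further: luminescence tracks abundance of the self-degrading MDM2-luciferase fusion protein; higher signal means inhibition of MDM2 E3 ligase activity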
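Test system: stable mammalian line carrying autodegrading MDM2–luciferase fusion reporter; quantity: 2000 cells in each well; times: 4 h cell settling then 2 h compound exposure, 37 °C; detection: luminescence with SteadyLite reagent, 15 min at room temperature; evaluation: percent signal gain over controls, blank-subtracted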
NPY-Y2 PAM-ag = NPY-Y2 potentiators or agonists, primary screen, cell-based; AID 1359, 2008; 220,000 tested, 0.45% active; Neuropeptide Y receptor type 2 (Homo sapiens), P49146; activation, % at 3.6 µM; cells expressing NPY-Y2, potentiator/agonist read-out; in the data active means activation above about 27%;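 further: cells stimulated with NPY near EC25 plus isoproterenol at EC100; 0% = vehicle plus submaximal agonist and 100% = vehicle plus saturating agonist; some results beyond the cut were filed as inactive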
Target sequence (P49146 whole entry, looked up): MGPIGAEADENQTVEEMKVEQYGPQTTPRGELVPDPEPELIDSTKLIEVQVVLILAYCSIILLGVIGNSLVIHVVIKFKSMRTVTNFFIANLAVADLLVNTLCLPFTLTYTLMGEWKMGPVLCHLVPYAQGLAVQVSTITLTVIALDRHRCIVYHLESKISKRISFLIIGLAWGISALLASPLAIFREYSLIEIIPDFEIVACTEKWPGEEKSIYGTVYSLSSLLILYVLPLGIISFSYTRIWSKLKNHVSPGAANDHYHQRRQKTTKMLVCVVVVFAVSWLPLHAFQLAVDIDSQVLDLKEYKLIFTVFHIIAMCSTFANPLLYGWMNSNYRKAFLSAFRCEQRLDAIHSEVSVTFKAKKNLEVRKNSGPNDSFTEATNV
p97 ATPase inh = inhibitors of human p97 ATPase, primary screen, biochemical; Transitional endoplasmic reticulum ATPase (Homo sapiens), P55072; recombinant p97 ATPase, Kinase-Glo ATP luminescence, 3 h; inhibition, % at 8 µM; 220,000 tested, 0.42% active; AID 1481, 2009; in the data active means inhibition above about 15%;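 further: 0% = DMSO vehicle and 100% = wells lacking enzyme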
NPY Y1 blocker = NPY-Y1 receptor antagonists, primary screen, cell-based; Neuropeptide Y receptor type 1 (Homo sapiens), P25929; HEK293-CNG Y1 cells, membrane potential fluorescence; NPY at EC95, then isoproterenol; AID 1040, 2008; 200,000 tested, 1% active; inhibition, % at 3.6 µM;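 active means inhibition above the campaign mean inhibition of all tested compounds plus 3 SD, cut at about 20% in these data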;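 further: 0% = DMSO wells given NPY plus isoproterenol and 100% = isoproterenol alone without NPY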
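Material: Y1- and CNG-channel-expressing HEK293 cells / Probe or stimulus: NPY 25 nM then isoproterenol 1 µM plus Ro 20-1724 25 µM / Doses: 3.6 µM single dose, DMSO 0.4% / Schedule: compound incubation 1 h at room temperature, readout 45 min post-stimulation / Signal: membrane potential fluorescence / Benchmarks: isoproterenol-only wells as full block versus NPY-plus-isoproterenol wells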
NPY-Y1 PAM-ag = NPY-Y1 receptor potentiators or agonists, primary screen, cell-based | NPY-Y1 expressing cells, potentiator/agonist activation | activation, % at 3.6 µM | 220,000 tested, 0.37% active; in the data active means activation above about 33%, passing the limit was not always enough;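 further: cells stimulated with NPY at EC10 then isoproterenol at EC100; 0% = low agonist plus stimulus and 100% = saturating agonist plus stimulus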
Hck-Nef inh = inhibitors of Nef-activated human Hck kinase, primary screen, biochemical, Z-Lyte FRET, 384-well, Hck-YEEI. Recombinant Hck-YEEI plus Nef, Z-Lyte FRET kinase assay. inhibition, % at 20 µM. 220,000 tested, 0.68% active;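 active means Hck-Nef kinase inhibition above about 50%, limit read from the data; inactive means inhibition below that limit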;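 further: 0% = DMSO with Hck plus Nef and 100% = Hck alone without Nef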
Runt-SMMHC FRET = inhibitors of RUNX1 Runt–CBFb-SMMHC binding, primary screen, biochemical, FRET, Cerulean-Runt, Venus-CBFb-SMMHC, uHTS; Runt-related transcription factor 1 (Homo sapiens) + Core-binding factor subunit beta …; Cerulean-Runt/Venus-CBFb-SMMHC FRET ratio 530/480, 1 h; inhibition, % at 20 µM; 220,000 tested, 0.74% active; AID 1434, 2008;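 active means mean inhibition across duplicate retests at 20 µM reaching about 50%, limit read from the data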;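 further: 0% = DMSO wells and 100% = wells with excess untagged CBFb-SMMHC; inhibitors lower the FRET ratio by blocking Runt binding to CBFb-SMMHC; some results filed as inactive read as strong as hits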
Target sequence (Q01196 whole entry, looked up): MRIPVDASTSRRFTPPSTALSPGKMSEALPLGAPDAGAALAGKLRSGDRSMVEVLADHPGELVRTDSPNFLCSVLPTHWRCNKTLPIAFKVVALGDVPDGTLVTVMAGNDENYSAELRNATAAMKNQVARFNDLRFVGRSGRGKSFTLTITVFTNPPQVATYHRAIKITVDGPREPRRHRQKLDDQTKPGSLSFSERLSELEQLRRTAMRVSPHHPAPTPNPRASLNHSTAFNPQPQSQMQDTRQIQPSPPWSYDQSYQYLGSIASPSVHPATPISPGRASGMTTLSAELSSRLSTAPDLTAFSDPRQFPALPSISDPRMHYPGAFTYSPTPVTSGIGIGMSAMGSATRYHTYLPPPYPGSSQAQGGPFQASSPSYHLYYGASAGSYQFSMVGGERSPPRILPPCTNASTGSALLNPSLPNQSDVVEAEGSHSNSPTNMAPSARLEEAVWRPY
Target sequence (Q13951 whole entry, looked up): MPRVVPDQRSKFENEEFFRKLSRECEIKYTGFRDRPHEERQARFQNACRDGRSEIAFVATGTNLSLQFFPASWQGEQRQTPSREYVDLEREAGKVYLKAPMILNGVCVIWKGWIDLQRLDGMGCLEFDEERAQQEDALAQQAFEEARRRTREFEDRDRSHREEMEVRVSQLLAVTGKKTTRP
Runt-CBFb FRET = inhibitors of RUNX1 Runt–CBFb binding, primary screen, biochemical, FRET, Cerulean-Runt, Venus-CBFb, uHTS; 220,000 tested, 0.46% active; AID 1496, 2009; inhibition, % at 20 µM; Cerulean-Runt/Venus-CBFb FRET ratio 530/480, 1 h; Runt-related transcription factor 1 (Homo sapiens) + Core-binding factor subunit beta …;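 active means inhibition over about 50% at 20 µM in the single-dose screen, limit read from the data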;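 further: 0% = DMSO wells and 100% = excess unlabeled CBFb competitor control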
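Measured by: fluorescence energy transfer, 422 nm excitation, 530/480 nm emission; test system: Cerulean-tagged RUNX1 Runt domain (FRET donor) fusion protein; buffer or medium: Tris pH 7.5 buffer with BSA; compound: one dose, 20 µM compound, 1% DMSO; times: two 1 h room-temperature incubations shielded from light; benchmarks: unlabeled CBFb 5 µM, positive control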
The depositor's hits bear a star; . = not tested or not shown.

SMILES	RBBP9 inhibitor	MDM2 E3 inh	NPY-Y2 PAM-ag	p97 ATPase inh	NPY Y1 blocker	NPY-Y1 PAM-ag	Hck-Nef inh	Runt-SMMHC FRET	Runt-CBFb FRET
CCOC(=O)C(=CNNc1cccc(Cl)c1)C(=O)OCC	-4	-8	54*	-9	.	62*	-1	4	2
COC(=O)c1ccccc1NC(=O)CN1C(=O)CSC1=O	-8	-7	-9	-2	7	-8	-9	-5	-3
CCOC(=O)CN(C(=O)COc1nc(-c2ccccc2)cc(C)c1C#N)c1ccccc1C	-2	-21	8	2	.	0	13	0	-1
CCOc1ccccc1NC(=O)CN(C)S(=O)(=O)c1cccc2nsnc12	-10	-13	-2	5	7	-7	18	4	-1
COCCN(C(=O)CSc1nncn1-c1ccccc1)c1c(N)n(Cc2ccccc2)c(=O)[nH]c1=O	-13	-9	-12	1	-4	-16	2	3	2
CCC(=O)N1CCC2(CC1)Oc1ccc(F)cc1C(=O)C21CC(c2ccccc2)=NO1 (centres undefined)	.	-4	.	.	.	.	25	-1	-2
COc1ccc(Cn2nnnc2C(CC(C)C)N2CCN(c3ccccc3)CC2)cc1 (centres undefined)	-4	-12	-23	3	6	6	8	-3	-4
Cc1cc(NC(=O)CCC2CCCC2)no1	-4	20	-9	0	-2	-17	-4	3	0
C=CCn1c(SCC(=O)Nc2c(C)n(C)n(-c3ccccc3)c2=O)nc2scc(-c3ccccc3)c2c1=O	-5	-4	-12	-3	11	-23	-4	0	-3
CC(C)(C)c1ccc(Cn2nnc3c(=O)[nH]c(C4CCCN(C(=O)Cc5cccs5)C4)nc32)cc1 (centres undefined)	-3	-12	3	2	1	14	-1	-12	-13
COc1ccc(C(=O)/C=C/C(=O)N(CC(=O)NC2CCCCC2)CC2CCCO2)c(O)c1 (centres undefined)	-10	-13	-3	-7	0	-1	-8	6	7
Cc1ccc(NC(=O)CN(C)C(=O)CSc2nc(C)cs2)cc1	-3	-9	4	4	4	8	2	1	1
COc1ccc(N2CC(C)Cn3c2nc2c3c(=O)n(Cc3ccccc3)c(=O)n2C)c(OC)c1 (centres undefined)	4	-6	-1	1	8	15	-9	3	-4
Cc1cccc(NC(=O)CN2C(=S)NC(C)(C)CC2C)c1 (centres undefined)	4	-7	2	6	-4	29	6	1	3
CC1CCCN(C/C=C/c2ccccc2[N+](=O)[O-])C1 (centres undefined)	-4	-3	10	1	-2	5	2	-2	0
CC(=O)Nc1n[nH]c(-c2ccc(C)cc2)c1C	2	0	0	4	-5	9	-1	3	0
O=[N+]([O-])c1cccc(Cl)c1CSc1ccccn1	1	5	-18	4	3	-16	26	0	-6
COc1ccc2cc(C(N)=O)c(=Nc3ccc(C)cc3)oc2c1	-10	-47	-8	-5	3	-10	-40	-1	-2
Cc1cc(C)n2c(Br)c(CSc3nc4ccccc4s3)nc2n1	-8	-2	-12	-3	13	-13	7	-5	14
O=C(c1cc(Br)ccc1Cl)N1CCCC1	-7	-3	-4	2	-3	-5	9	0	-1
COC(=O)C(O)(CC(=O)Nc1cc(Cl)ccc1Cl)C(F)(F)F (centres undefined)	-5	-16	-10	2	1	3	14	4	1
CCOc1ccc(N2C(=O)C3ON(c4ccccc4)C(c4ccco4)C3C2=O)cc1 (centres undefined)	-6	4	-19	1	3	-16	-1	1	-2
CCN(CC)S(=O)(=O)c1ccc(Cl)c(C(=O)NCc2ccccc2Cl)c1	-11	-9	-6	3	7	7	-1	1	-1
O=C(Nc1ccc(C(F)(F)F)cc1)c1cccnc1N1CCOCC1	-1	-6	-4	0	4	-3	-9	1	-1
O=C(N/N=C/c1ccc(-c2cccc([N+](=O)[O-])c2)o1)c1ccccc1O	-5	-14	-8	0	1	0	9	4	4
Cc1ccc(S(=O)(=O)N(C)C)cc1NC(=O)c1cccs1	-5	-11	5	6	.	5	21	1	2
O=C1C2C3C=CC(C4CC34)C2C(=O)N1CCc1ccccc1 (centres undefined)	-1	-8	-1	-7	1	-15	-3	0	0
Cc1cc(C)c(C#N)c(SCC(=O)NC(C)(C)C)n1	-10	-2	3	-9	-3	2	2	2	1
O=C(c1sccc1Br)N1CCN(Cc2ccc3c(c2)OCO3)CC1	-3	-4	11	0	.	-11	7	3	-2
CCn1c(CNc2ccc(F)cc2)nnc1SCC(=O)N1CCCc2ccccc21	-3	-18	13	0	0	12	3	-3	2
CCOC(=O)N1CCN(CC(=O)Nc2ccc(F)c(F)c2F)CC1	9	-27	-2	0	2	18	2	-62	-2
O=S(=O)(NCCCN1CCOCC1)c1ccc(Cl)s1	-3	-9	-5	-8	.	-5	-10	-1	2
O=C(NN1C(=O)c2ccccc2C1=O)C1CC2CCC1C2 (centres undefined)	-6	-3	11	5	5	1	3	-2	0
CSCCC(Nc1ccc(S(=O)(=O)N2CCOCC2)cc1[N+](=O)[O-])C(=O)OCC(=O)NCC(C)C (centres undefined)	-4	18	21	4	-1	-16	2	-2	-7
COc1ccc(-c2nc(-c3ccccc3OC)no2)cc1OC	-7	5	4	-6	-1	27	1	1	-1
CC(=O)N=c1c(C#N)cc2c(=O)n3ccccc3nc2n1Cc1ccccc1	3	-6	11	5	-1	18	19	81*	138*

12 of the compounds above, as a markdown table.
| compound | RBBP9 inhibitor | MDM2 E3 inh | NPY-Y2 PAM-ag | p97 ATPase inh | NPY Y1 blocker | NPY-Y1 PAM-ag | Hck-Nef inh | Runt-SMMHC FRET | Runt-CBFb FRET |
| --- | --- | --- | --- | --- | --- | --- | --- | --- | --- |
| CCOc1ccc(N2C(=O)C3ON(c4ccccc4)C(c4ccco4)C3C2=O)cc1 (centres undefined) | -6 | 4 | -19 | 1 | 3 | -16 | -1 | 1 | -2 |
| CCN(CC)S(=O)(=O)c1ccc(Cl)c(C(=O)NCc2ccccc2Cl)c1 | -11 | -9 | -6 | 3 | 7 | 7 | -1 | 1 | -1 |
| O=C(Nc1ccc(C(F)(F)F)cc1)c1cccnc1N1CCOCC1 | -1 | -6 | -4 | 0 | 4 | -3 | -9 | 1 | -1 |
| O=C(N/N=C/c1ccc(-c2cccc([N+](=O)[O-])c2)o1)c1ccccc1O | -5 | -14 | -8 | 0 | 1 | 0 | 9 | 4 | 4 |
| Cc1ccc(S(=O)(=O)N(C)C)cc1NC(=O)c1cccs1 | -5 | -11 | 5 | 6 | . | 5 | 21 | 1 | 2 |
| O=C1C2C3C=CC(C4CC34)C2C(=O)N1CCc1ccccc1 (centres undefined) | -1 | -8 | -1 | -7 | 1 | -15 | -3 | 0 | 0 |
| Cc1cc(C)c(C#N)c(SCC(=O)NC(C)(C)C)n1 | -10 | -2 | 3 | -9 | -3 | 2 | 2 | 2 | 1 |
| O=C(c1sccc1Br)N1CCN(Cc2ccc3c(c2)OCO3)CC1 | -3 | -4 | 11 | 0 | . | -11 | 7 | 3 | -2 |
| CCn1c(CNc2ccc(F)cc2)nnc1SCC(=O)N1CCCc2ccccc21 | -3 | -18 | 13 | 0 | 0 | 12 | 3 | -3 | 2 |
| CCOC(=O)N1CCN(CC(=O)Nc2ccc(F)c(F)c2F)CC1 | 9 | -27 | -2 | 0 | 2 | 18 | 2 | -62 | -2 |
| O=S(=O)(NCCCN1CCOCC1)c1ccc(Cl)s1 | -3 | -9 | -5 | -8 | . | -5 | -10 | -1 | 2 |
| O=C(NN1C(=O)c2ccccc2C1=O)C1CC2CCC1C2 (centres undefined) | -6 | -3 | 11 | 5 | 5 | 1 | 3 | -2 | 0 |

Going on with the list.
SMILES	RBBP9 inhibitor	MDM2 E3 inh	NPY-Y2 PAM-ag	p97 ATPase inh	NPY Y1 blocker	NPY-Y1 PAM-ag	Hck-Nef inh	Runt-SMMHC FRET	Runt-CBFb FRET
CCOc1ccc(OCC)c(NC(=O)C2CCN(c3ncccn3)CC2)c1	0	-12	9	1	-2	-11	2	0	-2
CCCCn1c(SCC(=O)Nc2cc(C)on2)nnc1-c1cccnc1	-4	-9	1	-4	0	7	0	-6	0
CCC(C)Nc1nnnc2c1sc1nc3c(cc12)COC(C)(C)C3 (centres undefined)	-1	-2	-14	1	-4	1	24	-4	-2
Cc1ccccc1NC(=O)c1c(C)nn(-c2ccccc2)c1Cl	0	4	-4	4	3	-6	5	4	-2
Cc1ccc(NC(=S)N(CCN2CCOCC2)Cc2ccccc2F)cc1	0	-6	7	0	-1	21	14	-2	-99
Cc1cccc(NC(=O)c2oc(=O)c3ccccc3c2-c2ccccc2)c1C	3	-15	-5	-3	7	6	5	0	-2
COc1ccc(/C=N/S(=O)(=O)c2ccc(C)cc2)cc1	-10	-9	-7	2	-1	7	13	0	1
COc1cc(/C=N/n2cnnc2-n2nc(C)cc2C)cc([N+](=O)[O-])c1O	-4	-5	-12	0	.	-3	-4	-1	-2
COc1ccc(NC(=O)Cc2coc3cc(C)ccc23)cc1S(=O)(=O)N1CCOCC1	-5	-12	3	1	-5	-1	1	-3	-1
COc1ccc(-c2cn[nH]c2-c2ccc(OCc3ccc(F)cc3)cc2O)cc1OC	-7	-9	34	2	.	21	5	0	2
CCNc1nc(NCC)nc(N(n2cnnc2)S(=O)(=O)c2ccc(C)cc2)n1	10	3	-15	1	-9	-9	9	4	3
Cc1cc(/C=C(\C#N)C(=O)NCc2ccco2)c(C)[nH]1	-3	-16	1	1	-5	-11	17	-4	-1
Cc1cccc(/C=N/n2c(-c3cc(-c4ccccc4)n[nH]3)n[nH]c2=S)c1	-13	-14	3	0	0	-8	7	31	21
O=C(c1ncn[nH]1)N1CCN(c2nc(-c3ccccc3)cs2)CC1	-1	1	-5	-2	-3	-10	4	1	2
COc1ccc([N+](=O)[O-])cc1NC(=O)c1ccc(C)o1	2	-6	-14	7	-1	8	1	4	-1

Compound activity (PubChem BioAssay)
